BoNT-A LC inh2 – BoNT/A light chain protease inhibitors, primary screen, biochemical, flow cytometry, MLPCN library; Botulinum neurotoxin type A light chain protease (Clostridium botulinum A str. ATCC 3502); multiplex microsphere protease substrate cleavage; inhibition, % at 10 µM; 0.17% of 360,000 active; AID 588499, 2011; note: plate controls were buffer without enzyme for full effect and enzyme alone for no effect
SARS 3CLpro inh – SARS-CoV 3CLpro protease inhibitors, primary screen, biochemical, quenched FRET. 0.14% of 290,000 active. recombinant SARS-CoV 3CLpro, quenched FRET peptide cleavage. Replicase polyprotein 1ab (Severe acute respiratory syndrome coronavirus), P0C6X7. inhibition, % at 6 µM; in the data active = inhibition above about 12%
PrPC surface inh – inhibitors of human cell surface prion protein PrPC, primary screen, cell-based, TR-FRET | Major prion protein (Homo sapiens), P04156 | TR-FRET read-out | inhibition, % at 13.8 µM | 0.43% of 370,000 active | AID 720596, 2013; in the data active = inhibition above about 24%; note: 0% = median of the test wells and 100% = reference compound wells
TcdB inh – TcdB glycohydrolase inhibitors, primary screen, biochemical, single point, plate reader; TcdB glycohydrolase enzymatic assay; inhibition, % at 9.99 µM; 0.24% of 350,000 active; AID 652162, 2013; in the data active = inhibition above about 10%
Y pestis TopoI – Yersinia pestis topoisomerase I inhibitors, primary screen, biochemical, cleavage product accumulation, plate reader, single point | DNA topoisomerase I (Yersinia pestis CO92) | activity, % at 10 µM | AID 504884, 2011 | Y. pestis Topo-I cleavage product accumulation | 0.064% of 360,000 active; in the data active = activity above about 50%, passing the limit was not always enough; inconclusive = no clear call, values can overlap the other calls; note: inactives centre near 2
SSB-PriA inh – inhibitors of Klebsiella pneumoniae PriA binding to SSB C-terminal tail, primary screen, biochemical, AlphaScreen | inhibition, % at 33 µM | AlphaScreen SSBct-PriA binding, biotinylated peptide | PriA–SSB C-terminal tail interaction (Klebsiella pneumoniae) | 0.6% of 430,000 active; in the data active = inhibition mostly above about 37%, no sharp cut-off; inactive = mostly below about 20%;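 note: plate controls were negative control peptide for no effect and reference peptide for full effect; strong numbers were not always called active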
Anthrax LF prot – Bacillus anthracis LF protease inhibitors, primary screen, biochemical, multiplex microsphere, MLPCN library; Lethal factor (Bacillus anthracis), P15917; inhibition, % at 10 µM; multiplex microsphere protease cleavage assay; 0.12% of 360,000 active; AID 588501, 2011; note: plate controls were buffer without enzyme for full effect and enzyme alone for no effect
PfHsp40 rescue – rescue of yeast from PfHsp40 toxicity, primary screen, S. cerevisiae, ATP luminescence; S. cerevisiae expressing PfHsp40, growth rescue; growth rescue, % at 12.5 µM; 0.68% of 340,000 active; in the data active = growth rescue above about 28%, passing the limit was not always enough; inconclusive = no clear call, values can overlap the other calls;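 note: yeast W303a lacking pdr1 and pdr3 grown in galactose medium; growth measured after three days at 30 °C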
Vc quorum ag – inducers of Vibrio cholerae quorum light production without autoinducers, primary screen, BH1578 luxS cqsA deficient, single point; V. cholerae BH1578 lux reporter, luminescence, 6 h; activation, % at 18.7 µM; 0.16% of 350,000 active; in the data active = activation mostly above about 9.7%, no sharp cut-off; inconclusive = no clear call, values can overlap the other calls; inactive = mostly below about 3.7%; note: not every result past the cut was called active; inactives centre near 0; reference of the scale not given here
An asterisk follows results filed as active; i = inactive; u = inconclusive; x = no result given. Cut-off read from the data, not from the text of the source, unless noted: active = inhibition above about 30%; inconclusive = no clear call, values can overlap the other calls; inactive = below that. A portion of the library (hit frequency here may not be typical).

#	Compound	BoNT-A LC inh2	SARS 3CLpro inh	PrPC surface inh	TcdB inh	Y pestis TopoI	SSB-PriA inh	Anthrax LF prot	PfHsp40 rescue	Vc quorum ag
1	COc1ccc(S(=O)(=O)N2CCCCC2)cc1NC(=O)c1[nH]c(C)c(C(C)=O)c1C	-0.5	x	-7	x	-3	-1	7	-0.2	i
2	CCc1ccccc1OCCCN1CCCC1	2.2	0	-2	0.3	-4	3	10	u	-0.9
3	O=C(c1nnc(-c2ccncc2)o1)c1ccccc1Cl	-0.2	6	2	1.3	-4	-8	-2	-1.3	-0.2
4	COc1ccc(NS(=O)(=O)c2ccc(C)c(NC(=O)CN3C(=O)NC4(CCCC4)C3=O)c2)cc1	-0.3	x	2	0.6	-15	10	3	0.0	i
5	COC1C(C)=C(C)C(=O)N1Cc1ccccc1 (stereo not drawn)	-4.0	-3	-1	0.2	0	-10	-4	-1.0	-0.9
6	O=c1c2[nH]c3ccc(F)cc3c2nc2n1CCS2	-0.2	-3	5	2.4	11	-20	-8	3.1	i
7	CC(=O)C1=CCC(c2ccccc2)N(S(C)(=O)=O)C1 (stereo not drawn)	-1.1	x	-6	2.1	x	x	-8	x	x
8	O=C(COc1ccc(Cl)cc1Br)Nc1ccncc1	-4.0	-9	9	-0.2	-13	-12	-8	1.1	i

(listing goes on)
#	Compound	BoNT-A LC inh2	SARS 3CLpro inh	PrPC surface inh	TcdB inh	Y pestis TopoI	SSB-PriA inh	Anthrax LF prot	PfHsp40 rescue	Vc quorum ag
9	O=C(NCc1cccnc1)c1cccc(NC(=O)c2ccco2)c1	1.6	-5	11	-0.6	-5	-4	1	15	i
10	COc1cccc(CNCc2ccccc2OC)c1	-5.6	2	8	0.8	-17	-5	-10	0.3	i
11	COc1ccccc1NC(=O)/C=C1\NC(=O)CS1	0.3	-2	-9	0.1	2	8	-3	-1.1	-0.9
12	CCOc1ccccc1OCCCC(=O)Nc1cc(S(=O)(=O)N2CCCCC2)ccc1C	0.0	x	5	1.7	30	x	1	x	i
13	Cc1nc(C)c(-c2ccnc(/N=C/NO)n2)s1	u	0	-5	-1.8	1	x	-20	-1.5	-1.2
14	COC(=O)COc1ccc2c(c1)O/C(=C\c1ccco1)C2=O	1.6	3	-11	-0.6	0	-5	-10	0.3	-0.8
15	Cc1ccccc1S(=O)(=O)N1C[C@H]2CON(C)[C@H]2C[C@H]1c1cccc(Br)c1	-0.2	x	-4	3.6	32	1	-1	2.0	-0.8
16	O=C1c2ccccc2C(=O)N1CNc1ccccc1	0.9	-8	3	x	-1	-5	2	-0.6	-0.3

New compounds follow
#	Compound	BoNT-A LC inh2	SARS 3CLpro inh	PrPC surface inh	TcdB inh	Y pestis TopoI	SSB-PriA inh	Anthrax LF prot	PfHsp40 rescue	Vc quorum ag
17	O=C(O)CCC(=O)Nc1ccc(Br)cn1	-0.5	-2	5	x	-5	-1	-7	-2.3	-0.8
18	CC(C)(C)c1cc(C(=O)NNc2cc(C(F)(F)F)ccc2Cl)n(Cc2ccccc2)n1	-0.3	-1	11	0.0	-5	-10	3	1.6	-0.3
19	CCc1ccc(-c2nn(Cc3ccccc3)cc2/C=C/C(=O)O)cc1	-0.2	3	-2	x	7	-9	1	1.6	0.5
20	CCN(CC)CCSc1nc(O)c(-c2ccccc2)c(=O)n1-c1ccccc1	0.0	-2	-6	0.3	6	9	-3	-0.4	-0.4
21	O=C(CSCC(=O)N1CCCc2ccccc21)Nc1nc(-c2ccccc2)cs1	0.1	9	-1	1.0	28	-5	-8	0.7	-0.2
22	COc1ccc(C(=O)COC(=O)C2CCN(c3ccc(C(F)(F)F)cn3)CC2)c(OC)c1	-40	x	0	1.7	26	3	-12	-0.5	i
23	CCOC(=O)c1sc(C)c2c(=O)n(CC(=O)c3ccc(Br)cc3)nnc12	0.0	-1	-4	x	-2	-2	-1	-1.0	-0.3
24	COc1ccc(Cc2nc(C(=O)Nc3ccc(Cl)cc3)cs2)cc1	-0.4	-4	x	x	-10	-33	-5	1.1	5.0

An excerpt from above in order of molecular weight, largest number first:
#	Compound	BoNT-A LC inh2	SARS 3CLpro inh	PrPC surface inh	TcdB inh	Y pestis TopoI	SSB-PriA inh	Anthrax LF prot	PfHsp40 rescue	Vc quorum ag
21	O=C(CSCC(=O)N1CCCc2ccccc21)Nc1nc(-c2ccccc2)cs1	0.1	9	-1	1.0	28	-5	-8	0.7	-0.2
20	CCN(CC)CCSc1nc(O)c(-c2ccccc2)c(=O)n1-c1ccccc1	0.0	-2	-6	0.3	6	9	-3	-0.4	-0.4
19	CCc1ccc(-c2nn(Cc3ccccc3)cc2/C=C/C(=O)O)cc1	-0.2	3	-2	x	7	-9	1	1.6	0.5

Continued.
#	Compound	BoNT-A LC inh2	SARS 3CLpro inh	PrPC surface inh	TcdB inh	Y pestis TopoI	SSB-PriA inh	Anthrax LF prot	PfHsp40 rescue	Vc quorum ag
25	NS(=O)(=O)c1ccc(CNC(=O)CSc2ccccc2)cc1	-0.4	3	-8	1.8	7	-11	0	-2.6	-0.8
26	O[C@H]1C[C@H](c2ccccc2)N(CC2CCCCC2)C[C@@H]1n1cc(-c2ccc(F)cc2)nn1	0.0	x	1	0.6	17	x	4	x	3.1
27	CCOC(=O)C1=C[C@@H](C(C)(C)C)N(S(=O)(=O)c2ccc(C)cc2)[C@H]1c1ccc(F)cc1	-0.8	x	6	0.4	x	x	-4	x	x
28	Cc1ccccc1-n1nc2c(c1NC(=O)CCCl)CSC2	0.4	2	10	-0.1	4	-10	-1	-0.3	-1.1
29	CCc1nc2ccc(C(=O)N(C)CCCN(C)C)cn2c1N(C)Cc1cc2ccccc2s1	-0.9	x	-18	0.8	3	x	-8	x	i
30	O=C(NNC(=O)C1CCN(c2ncccn2)CC1)c1ccc(Cl)cc1	-0.1	-4	-7	0.4	10	-16	0	-1.5	-0.3
31	Cc1ccc(-n2ncc3c2CC(C)(C)CC3NC(=O)C2CCOCC2)cc1 (stereo not drawn)	-1.3	3	2	1.2	10	-11	-1	-0.5	i
32	COc1cc2c(cc1OC)C(COc1ccccc1OC)N(C(=O)C(C)(C)C)CC2 (stereo not drawn)	-0.2	-1	3	1.5	-4	12	2	-1.0	i

More records follow:
#	Compound	BoNT-A LC inh2	SARS 3CLpro inh	PrPC surface inh	TcdB inh	Y pestis TopoI	SSB-PriA inh	Anthrax LF prot	PfHsp40 rescue	Vc quorum ag
33	NS(=O)(=O)c1ccc(NC(=O)COc2ncnc3c2cnn3-c2ccccc2)cc1	-0.5	-3	2	0.6	-9	-8	-5	0.9	0.2
34	CC(=O)c1ccc(NC(=O)CCc2nc3sc4c(c3c(=O)[nH]2)CCCC4)cc1	0.7	x	2	2.2	-3	-5	1	1.0	-0.5
35	CCc1ccc(NC(=S)NCc2ccccc2)cc1	0.1	2	3	0.2	-5	2	-1	-2.5	1.0
36	Cc1c(Cl)cccc1NC(=O)CNC(=O)C1CC(=O)N(CCc2ccccc2)C1 (stereo not drawn)	x	x	-10	0.3	-3	-5	x	-0.8	0.5
37	O=S(=O)(c1ccc(F)cc1)N1CCN(c2ncnc3c2cnn3-c2ccccc2)CC1	0.8	-4	5	x	15	-13	-7	2.0	0.1
38	O=C1CN(C(=O)COC(=O)C2CC(=O)N(Cc3ccco3)C2)c2ccccc2N1 (stereo not drawn)	0.5	0	-7	x	5	-6	-2	-0.7	-0.5
39	Cc1ccc(Cn2c(NCCc3ccccc3)nc3c2c(=O)n(C)c(=O)n3C)cc1	-1.0	-2	2	x	2	10	-6	11	i
40	COc1ccc(-c2ccc(CN3C(C)C(=O)N(Cc4cn(CCC5OCCO5)nn4)CCS3(=O)=O)cc2)cc1OC (stereo not drawn)	0.1	x	0	0.6	24	x	0	x	-0.5

Continuation.
#	Compound	BoNT-A LC inh2	SARS 3CLpro inh	PrPC surface inh	TcdB inh	Y pestis TopoI	SSB-PriA inh	Anthrax LF prot	PfHsp40 rescue	Vc quorum ag
41	CC(NC(=O)c1ccc2c(c1)OCCO2)c1ccc(S(N)(=O)=O)cc1 (stereo not drawn)	1.1	-3	2	8.7	3	-13	2	1.9	i
42	Cc1cc2c(cc1S(=O)(=O)N1CCc3ccccc31)NC(=O)CO2	-1.8	1	6	0.1	0	0	-1	2.0	-0.3
43	CCCCn1c(O)c(C(C)=Nc2cccc(C(=O)O)c2)c(=O)[nH]c1=O	u	2	-2	-1.5	-4	-10	0	1.3	i
44	COc1ccc(-n2nc(C(=O)NCc3ccco3)c3c4ccccc4n(C)c3c2=O)cc1Cl	0.6	5	-9	x	-1	-15	2	-0.2	0.3
45	CC(=O)Nc1cccc(-c2ccnc3c2CC(C(=O)Nc2ccc(Cl)cc2)O3)c1 (stereo not drawn)	0.4	x	18	-7.5	-9	x	0	x	-0.4
46	CCCc1nn2c(=O)c(C(c3cccc(Cl)c3)c3c(O)nc4sc(CCC)nn4c3=O)c(O)nc2s1	-1.1	8	4	x	-4	3	-3	1.3	-0.3
47	Cc1ccccc1NC(=O)/C(=C/c1ccco1)c1ccccc1	-0.4	-5	-13	x	13	-3	-3	-0.7	i
48	Cc1cc(C)c(NC(=O)COC(=O)COc2ccc3c(C)cc(=O)oc3c2)c(Cl)c1	-0.9	x	-1	-0.9	-1	-6	-6	-1.3	-0.3

The listing continues.
#	Compound	BoNT-A LC inh2	SARS 3CLpro inh	PrPC surface inh	TcdB inh	Y pestis TopoI	SSB-PriA inh	Anthrax LF prot	PfHsp40 rescue	Vc quorum ag
49	Nc1c(C(=O)OCC(=O)Nc2ccccc2Br)[nH]c(=O)[nH]c1=O	0.5	x	1	-0.9	-2	3	-5	-0.9	-1.1
50	COc1ccc(S(=O)(=O)NC2(C(F)(F)F)NC(=O)N(CCc3ccccc3)C2=O)cc1 (stereo not drawn)	-3.4	-4	-1	0.1	5	-3	2	0.4	-2.2
51	O=[N+]([O-])c1ccc(-n2cc(-c3ccccc3)nn2)cc1	0.0	4	-38	-0.4	-3	13	-10	0.5	i
52	O=C(CSc1nc2ccccc2[nH]1)NCC1CCCO1 (stereo not drawn)	-0.9	1	2	0.2	3	-1	-4	-1.5	-1.6
53	CCOc1ccccc1N1CCN(C(=O)c2ccncc2)CC1	-0.2	-2	-4	x	-2	-5	-5	-0.8	-0.8
54	COc1ccc(C(=O)N2CC(=O)Nc3ccc(C)cc3C2c2ccccc2)cc1 (stereo not drawn)	-1.5	4	10	-0.5	21	0	-10	0.3	i
55	O=[N+]([O-])c1ccc(/C=N\N2CCN(c3ccc(Cl)cc3)CC2)cc1	-1.1	-3	4	x	2	x	3	0.6	i
56	COCCN1C(=O)C(CC(=O)Nc2ccc(C(=O)O)cc2)SC1=Nc1ccccc1 (stereo not drawn)	0.1	-1	-4	x	2	-6	-2	0.9	i

Remaining list, next part:
#	Compound	BoNT-A LC inh2	SARS 3CLpro inh	PrPC surface inh	TcdB inh	Y pestis TopoI	SSB-PriA inh	Anthrax LF prot	PfHsp40 rescue	Vc quorum ag
57	CSc1ccccc1C(=O)NCc1ccccc1	-0.3	2	-15	-0.4	5	-4	3	-0.3	i
58	O=C(COc1ccc(/C=N/NC(=O)c2ccc(O)cc2)cc1)Nc1cccc([N+](=O)[O-])c1	1.0	-1	-1	15*	5	i	0	-0.4	0.9
59	CN(Cc1ccccc1)C(=O)COc1ccccc1	0.6	1	-5	x	2	-26	5	-0.2	x
60	Cc1ccccc1Cn1c(=O)c2c(nc3n2CCCN3Cc2ccccc2)n(C)c1=O	-0.6	-5	-2	x	0	-6	-5	1.2	-0.6

Bioassay records: PubChem BioAssay, several laboratories
